# APEX1 inh: blocks human APE1 abasic DNA cleavage. P27695. recombinant APE1, TAMRA/BHQ-2 abasic DNA cleavage fluorescence. Potency, µM (highest dose often 65.8 µM), without a hit: at the top dose activity change, negative = inhibition, usual class: inhibitors. 0.35% of 350,000 active. AID 2517;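 further: potency means the concentration at half of the fitted maximal effect; plate controls were vehicle for no effect and reference inhibitor for full effect; nearly all actives have a fitted effect of over 55% in size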
#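 Enzyme (0.75 nM final) and test compound are incubated 15 min at room temperature before adding 50 nM quenched THF abasic-site duplex. Cleavage dequenches TAMRA, followed at 525/598 nm over three reads one minute apart.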
# Pol iota inh: inhibitors of human DNA polymerase iota | Q9UNA4 | Pol iota fluorescent replication assay, 10 min | Potency, µM (series often up to 115 µM), for the others: top-dose activity, negative = inhibition, actives largely listed as inhibitors | 1% of 390,000 active | AID 588590; further: potency means the concentration at half of the fitted maximal effect
#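 Pol iota at 10 nM preincubated 15 min with compounds at room temperature; reaction started with fluorescent substrate, 50 nM final. Fluorescence read kinetically at 0 and 10 min; buffer-only wells as negative control.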
# Pol kappa inh: inhibitors of human DNA polymerase kappa. Potency, µM (top dose mostly 107 µM), for the others: at the top dose activity, negative = inhibition, most hits filed as inhibitors. purified Pol kappa, fluorescent DNA synthesis assay, 10 min. Q9UBT6. 0.53% of 400,000 active. AID 588579; further: potency means the concentration at half of the fitted maximal effect; on the % scale 0 is the no-effect control and ±100 the full control effect
# Target sequence (Q9UBT6 whole entry, looked up): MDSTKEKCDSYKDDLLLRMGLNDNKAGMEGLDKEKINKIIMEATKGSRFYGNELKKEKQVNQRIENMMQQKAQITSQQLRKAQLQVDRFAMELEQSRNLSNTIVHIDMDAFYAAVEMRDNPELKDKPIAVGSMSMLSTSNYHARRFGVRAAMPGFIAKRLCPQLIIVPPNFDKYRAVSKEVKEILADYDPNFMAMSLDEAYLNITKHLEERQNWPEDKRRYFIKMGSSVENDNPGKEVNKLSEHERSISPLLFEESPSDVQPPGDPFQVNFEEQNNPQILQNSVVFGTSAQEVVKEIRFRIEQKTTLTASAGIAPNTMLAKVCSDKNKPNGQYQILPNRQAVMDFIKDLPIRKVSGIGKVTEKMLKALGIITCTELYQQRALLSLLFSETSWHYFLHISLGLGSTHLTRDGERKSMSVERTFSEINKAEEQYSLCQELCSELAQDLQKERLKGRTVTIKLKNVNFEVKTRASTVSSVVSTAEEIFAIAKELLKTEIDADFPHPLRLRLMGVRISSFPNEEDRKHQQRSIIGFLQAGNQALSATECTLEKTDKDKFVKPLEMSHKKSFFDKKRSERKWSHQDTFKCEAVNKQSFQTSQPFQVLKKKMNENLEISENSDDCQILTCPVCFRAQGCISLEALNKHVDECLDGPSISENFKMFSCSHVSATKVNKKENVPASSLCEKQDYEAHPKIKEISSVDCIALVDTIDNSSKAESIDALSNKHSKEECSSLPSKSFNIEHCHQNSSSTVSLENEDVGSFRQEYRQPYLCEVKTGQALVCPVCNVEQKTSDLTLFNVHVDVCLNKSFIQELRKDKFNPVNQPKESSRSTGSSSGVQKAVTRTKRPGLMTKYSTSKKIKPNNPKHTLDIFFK
#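 50 nM final substrate added after 15 min RT preincubation of 10 nM Pol kappa with compound; fluorescence read at 0 and 10 min.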
# ALOX12 inh: ALOX12 (human) lipoxygenase inhibition; P18054; 1.1% of 580,000 active; purified 12hLO, xylenol orange hydroperoxide absorbance; Potency, µM (highest dose often 108 µM), for the others: at the top dose activity change, negative = inhibition, actives largely listed as inhibitors; further: potency means the concentration at half of the fitted maximal effect; on the % scale 0 is the no-effect control and ±100 the full control effect
#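 Purified human 12hLO at 150 nM in 25 mM Hepes, 0.01% Triton X-100, pH 7.0, preincubated 15 min at room temperature with compound. Reaction started with 40 uM arachidonic acid, 30 min at room temperature. Hydroperoxide measured by Fe-xylenol orange, 573/405 nm absorbance ratio.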
# TRHR agonist: agonists of human TRH receptor. AID 493084. 0.18% of 360,000 active. TRHR cells, calcium flux fluo-8, FDSS agonist mode. activation, % at 2 µM; in the data active means activation above about 30%; further: 0% is about no effect
#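 Agonist-mode FDSS calcium read (Ex 480/Em 530, 1 s cycles) in 1536-well TRHR cells with fluo-8 dye, after 10-cycle baseline and 23 nL compound addition; TRH at EC20 (10 nM final) added afterwards for the enhancer phase.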
# BLM inh: blocks DNA unwinding by human BLM helicase; Potency, µM (doses to about 56.1 µM), inactives show at the top dose activity change, negative = inhibition, hits mostly inhibitors; P54132; recombinant BLM DNA unwinding, fluorescence dequenching; 0.2% of 350,000 active;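 further: potency means the concentration at half of the fitted maximal effect; plate controls were vehicle for no effect and no enzyme for full effect; nearly all actives have a fitted effect of over 35% in size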
# Apoferritin bind: binds horse apoferritin like a general anesthetic. P02791. apoferritin/1-aminoanthracene competitive binding, fluorescence. Potency, µM (highest dose often 77.5 µM), for the others: at the highest dose activity change, negative = displacement, usual class: inhibitors. 0.074% of 350,000 active. AID 485281; further: potency means the concentration at half of the fitted maximal effect; on the % scale 0 is the no-effect control and ±100 the full control effect; nearly all actives have a fitted effect of over 20% in size
# Target sequence (P02791 2-175 limits assumed): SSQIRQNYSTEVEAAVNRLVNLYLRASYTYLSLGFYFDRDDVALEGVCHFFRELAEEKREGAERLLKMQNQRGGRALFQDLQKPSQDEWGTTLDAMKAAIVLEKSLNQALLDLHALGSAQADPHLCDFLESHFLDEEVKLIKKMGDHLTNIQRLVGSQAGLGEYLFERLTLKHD
#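 In PBS, apoferritin at 10 uM is loaded with 1-AMA from a 50% saturated solution. After 10 min of compound exposure at ambient temperature, reduced 535 nm fluorescence indicates probe displacement.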
# POLB inh: DNA polymerase beta (human) inhibition. P06746. Pol beta primer extension/strand displacement, fluorescence kinetic. Potency, µM (top dose mostly 114 µM), for inactives: at the highest dose activity change, negative = inhibition, most hits filed as inhibitors. 1.3% of 340,000 active. AID 485314; further: potency means the concentration at half of the fitted maximal effect; on the % scale 0 is the no-effect control and ±100 the full control effect
#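 Curves were derived by four-parameter Hill fits of normalized qHTS data. The kinetic fluorescent primer-extension read was taken at 0 and 10 min after 50 nM substrate, following a 15 min room-temperature preincubation of 10 nM enzyme with compounds.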
# ERG-DNA inh: blocks human ERG Ets domain binding to DNA | P11308 | fluorescence polarization, His-ERG Ets domain / labelled DNA | Potency, µM (series often up to 76.9 µM), inactives show at the highest dose FP activity, negative = inhibition, hits mostly inhibitors | 0.028% of 370,000 active | AID 624246; active means well fitted inhibition curve with a large enough effect in the polarisation, with a control signal flat; inconclusive means small, poorly fitted or top-dose-only effect, or effect the other way, or a change in a side signal; inactive means no such curve, though single readings can be large or run the other way; the % refers to the polarisation;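 further: polarization taken with two DNA probes labelled with fluorescein and Texas red; potency means the concentration at half of the fitted maximal effect; % of control where 0% means no effect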
#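 His-tagged ERG Ets domain (1 uM in the protein solution; 300mM KCl, 50mM Tris-HCl, 1mM EDTA, 1mM DTT, pH 7.5) received compound, then a probe mix of 5 nM fluorescein-DNA and 100nM Texas-615-DNA. Fluorescence polarization was read for both dyes.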
# * = called active by the depositor; ? = inconclusive; · = not tested or not shown; & = joins results of further samples; [ ] = dose if it differs, or a comment. Unless noted, the call rests on the fitted dose curve; in most records, active means well fitted curve in the direction sought with a large enough effect; inconclusive means small, poorly fitted or top-dose-only effect, or another doubt; inactive means no such curve, though single readings can be large; an effect the other way counts as inactive or inconclusive.
SMILES,APEX1 inh,Pol iota inh,Pol kappa inh,ALOX12 inh,TRHR agonist,BLM inh,Apoferritin bind,POLB inh,ERG-DNA inh
O=C(C1CCCO1)N1CCN(C(=S)Nc2ccc(Cl)cc2Cl)CC1 (stereo not drawn),16%,-26%,-16%,-16%,0.1,-1%,2%,6%,6%
O=C(COC(=O)c1ccc(F)cc1F)Nc1cc(S(=O)(=O)N2CCOCC2)ccc1Cl,14%,20%,0%,-16%,0.4,·,·,·,0%
CN(C1CCCCC1)S(=O)(=O)c1ccc2c(c1)c(=O)c(C(=O)NCc1ccc(Cl)cc1)cn2C,·,5%,8%,?,0.3,-1%,-8%,1%,1%
CC(=O)Nc1ccc(NC(=O)Nc2cc(C)cc(C)c2)cc1,-2%,47%[activator],1%,434%[activator],0.1,-2%,-4%,-9%,2%
CCOC(=O)N1CCC(NC(=O)c2ccc3c(c2)N(Cc2ccc(F)cc2)CCS3)CC1,-6%,11%,-9%,-14%,-0.5,-2%,-1%,-19%,-2%
CC(=O)c1ccc(OC(=O)N(c2ccccc2)c2ccccc2)cc1,-2%,9%,-15%,17%,-0.6,-10%,?,4%,-6%
O=C(CSc1n[nH]c(-c2ccc(F)cc2)n1)NCc1ccccc1Cl,·,-10%,-4%[60.1 µM],-12%,-1.2,-1%,26%,4%,6%
CCCCCN=c1ccn(Cc2ccccc2)c2ccccc12,-4%,·,-7%[19.4 µM],21%,·,21%,·,·,·
CCn1c(SCC(=O)N2CCCc3ccccc32)nc2cccnc21,0%,1%,-8%,8%,0.1,0%,8%,0%,2%
CCCc1nnc(NC(=O)CCC(=O)Nc2ccc(F)cc2)s1,2%,5%,-4%,13%,-0.2,0%,-5%,11%,·
Cc1ccc(NC(=O)Cn2c(=O)n(CCc3ccccc3)c(=O)c3sc4ccccc4c32)cc1C,·,22%,2%,-9%,-2.5,-3%,-10%,10%,4%
Cc1sc2ncnc(NCC3(N4CCOCC4)CCCCC3)c2c1C,4%,9%,-2%,3%,-1.0,4%,-5%,5%,-11%
Cc1ccc(C23CC4CC(CC(C(=O)N(C)C)(C4)C2)C3)cc1,9%,27%,10%,14%,-1.1,-2%,-14%,16%,-7%
CSc1cccc(CN2CCCC(C(=O)Nc3cccc(-n4cccn4)c3)C2)c1 (stereo not drawn),-5%,4%,-12%,?,2.0,-5%,-2%,-19%,0%
O=C(c1ccccc1)N(CCO)Cc1cc2cc3c(cc2[nH]c1=O)OCCO3,-10%,79%[activator],-10%,0%,0.0,-1%,1%,15%,0%
CC1CCCC(NC(=O)CN2CCN(Cc3ccc(Cl)cc3)C2=O)C1C (stereo not drawn),1%,-13%,-2%,0%,-0.4,-4%,?,1%,8%
O=C(/C(=C/c1ccccc1Cl)c1ccccc1)N1CCOCC1,2%,23%,-8%,12%,-0.4,-2%,-2%,13%,-7%
Cc1coc2c1c(C)cc1oc(=O)c(CC(=O)NCCc3ccc(Cl)cc3)c(C)c12,·,8%,-14%,-24%,0.1,2%,-7%,12%,-2%
CCOC(=O)c1cc2cc([N+](=O)[O-])cc(OC)c2oc1=O,-1%,76%[activator],0%,-25%,0.0,1%,0%,-6%,0%
CCOc1ccc(S(=O)(=O)N(C)c2ccc(OCC(=O)Nc3nc4ccccc4s3)cc2)cc1,-1%,5%,-20%,-2%,1.9,-7%,0%,2%,3%
COc1ccccc1/C=C/C=N/NC(=O)c1cc(-c2ccco2)[nH]n1,?,?,?,?,-1.6,-26%,-6%,25µM*,1%
COc1cccc(C(=O)NCC(=O)OC(C)C(=O)NC23CC4CC(CC(C4)C2)C3)c1 (stereo not drawn),-12%,68%[activator],-16%,-2%,·,·,·,·,3%
CC1CCN(S(=O)(=O)c2ccc3c(c2)CCN3C(=O)C2CCC2)CC1,31%,6%,12%,-2%,-0.1,1%,-3%,2%,2%
C=C(C)CNC(=O)c1ccc(OC2CCN(C(=O)COC)CC2)cc1,·,19%,-15%,?,·,·,·,·,-4%
CCOc1ccccc1N(CC(=O)N1CCC(C)CC1)S(=O)(=O)c1ccc(C)cc1,36%,9%,-7%,-7%,1.4,-4%,-7%,-5%,-6%
Cc1c(CCC(=O)NCCCCCC(=O)O)c(=O)oc2c(C)c3oc4c(c3cc12)CCCC4,22%,24%,-15%,0%,1.4,0%,-2%,-10%,2%
COc1ccc(NC(=O)NNC(=O)COc2ccc([N+](=O)[O-])c(C)c2)cc1OC,-6%,34%[activator],-4%,97%[activator],-0.8,-4%,-9%,50µM*,0%
Cc1cccc2cccnc12,-13%&2%,8%,16%,4%,-0.1,·,·,·,2%
COc1ccccc1NC(=O)Cn1c(CCC(=O)O)ccc1-c1ccccc1,8%,14%,0%,13%,-0.6,0%,-7%,7%,0%
CCN1CCN(Cc2nc3cc(NC(=O)COc4ccc([N+](=O)[O-])cc4)ccc3n2C)CC1,12%,-2%,6%,2%,0.1,-3%,0%,75%,-10%

# Next part, starting with the last 2 of the part before.
SMILES,APEX1 inh,Pol iota inh,Pol kappa inh,ALOX12 inh,TRHR agonist,BLM inh,Apoferritin bind,POLB inh,ERG-DNA inh
COc1ccccc1NC(=O)Cn1c(CCC(=O)O)ccc1-c1ccccc1,8%,14%,0%,13%,-0.6,0%,-7%,7%,0%
CCN1CCN(Cc2nc3cc(NC(=O)COc4ccc([N+](=O)[O-])cc4)ccc3n2C)CC1,12%,-2%,6%,2%,0.1,-3%,0%,75%,-10%
O=C1c2[nH]nc(-c3ccccc3O)c2C(c2ccc(F)cc2)N1Cc1ccco1 (stereo not drawn),?,-1%,-8%,-26%,-0.7,-4%,-8%,13%,-7%
CCOc1ccccc1N1CCN(C(=O)Cc2ccc(S(=O)(=O)N3CCOCC3)s2)CC1,7%,26%,-7%,?,1.0,·,·,·,10%
COc1cc(C2c3c(oc4ccc(F)cc4c3=O)C(=O)N2c2nc(C)c(C)s2)cc(OC)c1OC (stereo not drawn),·,16%,9%,-10%,-0.3,-1%,-15%,?,-1%
CCCN(c1ccccc1F)S(=O)(=O)c1c[nH]c(C(=O)OC)c1,21%,6%,11%,-4%,-0.6,-3%,?,2%,4%
COCCSc1nnc(-c2cnccn2)o1,3%,8%,-8%,0%,0.6,0%,-11%,10%,8%
Cc1ccc(S(=O)(=O)N2CCN(S(C)(=O)=O)CC2)cc1,·,0%,-7%,-12%,·,·,·,·,10%
COc1ccc(CCNC(=O)Cn2c(=O)n(CC3CCCO3)c(=O)c3cc(OC)c(OC)cc32)cc1OC (stereo not drawn),-8%,14%,-2%,-7%,-0.5,4%,-3%,-2%,13%
Cn1cc(C(=O)O)c(=O)c2cc(S(=O)(=O)N3CCOCC3)ccc21,·,?,-5%[60.1 µM],-31%,0.1,-3%,8%,6%,-15%
COc1ccccc1Cn1cnc2cccnc21,10%,5%,-3%,19%,-0.4,-6%,-13%,9%,-1%
C=N[C@H](C(=O)N[C@@H]1C(=O)N2[C@@H]1SC(C)(C)[C@@H]2C(=O)O)c1ccccc1,-1%[21 µM],·,-3%[12 µM],·,·,-4%[21.4 µM],-3%[29.3 µM],·,·
COc1ccc(-c2noc(-c3cc(Cl)ccc3Cl)n2)cc1OC,-5%,·,·,·,0.6,-2%,-4%,12%,·
O=C(O)C(Oc1ccc2ccccc2c1)c1ccccc1 (stereo not drawn),·,29%,-5%,0%,·,·,·,·,-23%
CCCOc1ccc(N2CC(C(=O)Nc3ncccc3C)CC2=O)cc1 (stereo not drawn),1%,-6%,12%,-4%,0.8,-5%,-8%,8%,7%
CC1(C)CC(=O)C2=C(C1)Nc1ccccc1NC2c1ccc(F)c(F)c1 (stereo not drawn),28%,5%,-6%,-118%,0.9,-1%,-9%,1%,-4%
CC1(C)CC(=O)c2cnc(N3CCc4ccccc43)nc2C1,?,-20%,-10%,119%[activator],-0.8,0%,-3%,19%,-13%
COc1ccc(-c2nc3sc(CCNC(=O)C(C)(C)C)c(C)n3n2)cc1,·,13%,-4%[60.1 µM],-21%,0.6,3%,-5%,14%,-13%
COC(=O)c1cccc(C(=O)Oc2cccc(Br)c2)n1,-1%,2%,-19%,13%,-0.6,0%,?,40%,-2%
CCCOc1ccc(NC(=O)CC2C(=O)N(c3ccccc3)C(=O)N2Cc2ccco2)cc1 (stereo not drawn),·,19%,3%,-15%,0.0,-3%,?,-1%,1%
CSc1ncccc1C(=O)OCC(=O)N1CCOCC1,0%,31%,-6%,3%,0.3,3%,-18%,-4%,·
COc1ccccc1CNC(=O)CC(C)C,18%,19%,-4%,22%,0.8,0%,-16%,6%,5%
COc1ccc(CC(=O)Nc2ccc(C(=O)O)cc2NC(=O)Cc2ccc(OC)cc2)cc1,?,18%,16%,?,0.4,3%,-4%,-3%,-1%
CC(C)N(C(=O)CSc1nnc(NC2CC2)s1)c1ccccc1,-1%,50%[activator],1%,16%,-0.1,·,·,·,-2%
COc1ccccc1CNC(=O)CSc1nc(=O)n(Cc2ccncc2)c2c1CCC2,14%,17%,-12%,3%,-0.5,·,·,·,1%
CN(C)c1ccc(CNC(=O)CCn2c(=O)c3cccn3c3ccc(F)cc32)cc1,·,26%,-8%,?,0.2,-6%,-13%,1%,-3%
CCSc1nc(N2CCCCC2)c2c(c1C#N)CCCC2,5%,4%,-5%,1%&9%,-0.4,-1%,-7%,-1%,-3%
CC(C)(C)c1cc(OC(=O)c2ccncc2)ccc1O,-1%,10%,-6%,0%[57.4 µM],0.3,-6%,-1%,1%,0%
O=C(Nc1ccccc1C(F)(F)F)c1ccccn1,-1%,140%[activator],0%,23%,0.1,-4%,-11%,1%,10%

# An excerpt. The share of hits here may be higher or lower than overall.
